Bioassay records from PubChem.
LYPLA1 inh: counter-screen for PME1 inhibitors: inhibitors of human LYPLA1; AID 2174; recombinant LYPLA1, FP-Rh probe fluorescence polarization; inhibition, % at 5.9 µM; actives 0.16% (n = 320,000);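 active means inhibition above the mean of all tested compounds plus 3 SD, set per campaign, cut at about 14% in these data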;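 further: inhibitors block serine hydrolase probe labeling of LYPLA1 so polarization falls; 0% = enzyme with DMSO and 100% = wells lacking LYPLA1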
PAD4 FP inh: inhibitors of human PAD4. actives 0.41% (n = 330,000). inhibition, % at 6.36 µM. recombinant PAD4, RCA probe fluorescence polarization. Q9UM07;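 active means percent inhibition above a cutoff equal to the mean of all tested compounds plus 3 SD, cut at about 15% in these data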;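 further: 0% = PAD4 with RCA probe and DMSO and 100% = probe without PAD4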
PAFAH1B2 FP inh: blocks human PAF acetylhydrolase 1b catalytic subunit 2. recombinant PAFAH1B2, FP-rhodamine activity probe, fluorescence polarization. inhibition, % at 3.39 µM. AID 492953. actives 1.2% (n = 340,000). P68402;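 active means inhibition above the mean of all tested compounds plus 3 SD, cut at about 24% in these data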;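 further: 0% = enzyme with DMSO and 100% = wells lacking PAFAH1B2; many of its hits are not listed in these tables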
pPAFAH FP inh: inhibitors of human plasma PAF acetylhydrolase (pPAFAH); Q13093; recombinant pPAFAH, FP-rhodamine probe fluorescence polarization; inhibition, % at 3.39 µM; actives 1.5% (n = 330,000); AID 463082;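 active means inhibition above the mean inhibition across the screen plus 3 SD, cut at about 25% in these data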;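 further: inhibitors block binding of the rhodamine activity-based probe so polarization drops; 0% = enzyme with DMSO and 100% = wells lacking pPAFAH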
Fam108B inh: Fam108B inhibition, counter-screen for RBBP9 inhibitors. recombinant Fam108B, FP-Rh probe fluorescence polarization. inhibition, % at 9.51 µM. actives 0.33% (n = 300,000). AID 1947;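 active means inhibition above the screen mean inhibition plus 3 SD, computed separately per campaign, cut at about 18% in these data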;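 further: inhibitors lower polarization as less probe binds the enzyme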
PAFAH1B3 FP inh: blocks human PAF acetylhydrolase 1B catalytic subunit 3 | actives 0.28% (n = 340,000) | AID 492972 | Q15102 | recombinant PAFAH1B3, FP-rhodamine probe, fluorescence polarization | inhibition, % at 3.39 µM;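 active means inhibition above the screen-wide average of all tested compounds plus 3 SD, cut at about 25% in these data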;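 further: 0% = enzyme with DMSO only and 100% = wells lacking PAFAH1B3 protein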
PME-1 primary: blocks human protein phosphatase methylesterase 1; inhibition, % at 5.9 µM; actives 0.53% (n = 320,000); Q9Y570; AID 2130; recombinant PME-1, FP-Rh probe fluorescence polarization;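 active means inhibition above the campaign mean of all compounds plus 3 SD, cut at about 26% in these data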;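 further: competitive labeling of PME-1 active site by serine hydrolase directed probe; 0% = PME-1 with DMSO and 100% = wells lacking PME-1 enzyme; inhibitors block probe labeling so polarization falls and inhibition rises; many of its hits are not listed in these tables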
PAFAH2 inh: PAFAH2 (human) inhibition; Q99487; recombinant PAFAH2, FP-rhodamine activity probe, fluorescence polarization; inhibition, % at 3.39 µM; actives 0.99% (n = 340,000);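 active means inhibition above the mean over all tested compounds plus 3 SD, cut at about 30% in these data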;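 further: inhibitors block probe labeling of enzyme so polarization drops; 0% = enzyme with DMSO and 100% = wells lacking PAFAH2 protein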
GSTO1 inh: blocks human GSTO1 in RBBP9 counter-screen; P78417; recombinant GSTO1, activity-based probe fluorescence polarization; inhibition, % at 5.96 µM; actives 1.1% (n = 300,000);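 active means inhibition above the campaign mean inhibition plus 3 SD, cut at about 35% in these data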;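 further: 0% = GSTO1-1 with DMSO and 100% = wells lacking GSTO1-1 enzyme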
An asterisk follows results filed as active; x = not tested or not shown.

SMILES | LYPLA1 inh | PAD4 FP inh | PAFAH1B2 FP inh | pPAFAH FP inh | Fam108B inh | PAFAH1B3 FP inh | PME-1 primary | PAFAH2 inh | GSTO1 inh
CCN(CC)C(=O)CC(c1cc(OC)c(OC)c(OC)c1)c1c(OC)cc(OC)c2ccc(=O)oc12 (centres undefined) | 1 | -3 | 4 | -2 | 6 | 13 | 1 | -6 | 1
O=C(Nc1ccc2c(c1)OCCO2)c1cccc(Cl)c1 | 1 | -2 | 3 | 0 | -1 | 7 | -1 | -6 | -3
O=C(COC(=O)c1ncc(Cl)c(Cl)c1Cl)NC(=O)NCc1ccccc1 | -3 | 3 | 0 | 2 | -3 | 0 | -6 | -4 | 3
Brc1ccc(CSc2ccc3nnc(-c4cccnc4)n3n2)cc1 | -4 | -3 | 0 | -1 | 6 | 6 | 8 | 12 | 1
O=C(NCCc1ccccn1)C(F)(F)C(F)(F)C(F)(F)C(F)(F)C(F)(F)C(F)(F)C(F)(F)C(F)F | -3 | 0 | 16 | 6 | 1 | 14 | -6 | 1 | 7
CCOc1cc(/C=C2\SC(=S)N(NC(=O)c3cccnc3)C2=O)ccc1O | -82 | -37 | x | -58 | -118 | x | -144 | x | -98
COc1ccc(Cc2c(Cl)ncnc2Cl)cc1 | 5 | -3 | 2 | -1 | 0 | 3 | 8 | -3 | 1
CC(C(=O)NCc1ccc2c(c1)OCO2)c1ccc([N+](=O)[O-])cc1 (centres undefined) | 1 | 4 | -2 | 7 | -3 | 0 | 4 | 5 | 22
CN1CCN(NC(=O)c2cn(-c3ccccc3)nc2-c2cccs2)CC1 | 4 | -3 | 3 | -1 | 3 | -2 | 4 | 0 | -5
COc1cccc(C(=O)Nc2cccnc2)c1 | 2 | 4 | -1 | 1 | 3 | -10 | -1 | -5 | 1
O=C(CSc1nc2ccccc2c(=O)n1CCCN1CCOCC1)Nc1ccc(F)c(Cl)c1 | x | -4 | 11 | 3 | x | 14 | x | 0 | x
Cc1nnc(SCC(=O)Nc2ccc([N+](=O)[O-])cc2)n1CC1CCCO1 (centres undefined) | 5 | 2 | 3 | 7 | -1 | 12 | -11 | -16 | 0
CN(C1CCCCC1)S(=O)(=O)c1cccc2nsnc12 | 5 | 5 | 4 | 6 | -1 | 5 | 5 | 5 | -1
C#CCOCCOCCOCCNc1nc(N2CCN(C(=O)CCCCCCCCCCNC(=O)Cn3cc(CCCCCN)nn3)CC2)nc(N2CCN(C(=O)CCCCCCCCCCNC(=O)[C@H]([C@@H](C)CC)n3cc(CCCCCN)nn3)CC2)n1 | 3 | 6 | 6 | 3 | -4 | -7 | -4 | -2 | 0
O=C(Cn1cnc2ccccc2c1=O)c1ccc2ccccc2c1 | -1 | -2 | -2 | -10 | 2 | 11 | -2 | -8 | -1
CCCCC1=CC2=C(c3ccco3)C(=O)C(C)(OC(=O)c3ccc(OC)cc3)C(=O)C2=CN1CCN1CCOCC1 (centres undefined) | -2 | -12 | 10 | 1 | 2 | 9 | 3 | 9 | 3
Cc1ccc(C)c(OCC(=O)N(Cc2nnc(-c3ccccc3Cl)o2)C2CC2)c1 | 1 | 2 | 1 | 0 | 1 | 0 | -2 | -3 | 0
COc1ccc(NC(=O)c2nc(C)c(C3(C)CC(c4cccnc4)=NO3)s2)cc1 (centres undefined) | -1 | 1 | 0 | 5 | -1 | 6 | 0 | 16 | -4
Cc1cc(-c2ccc(C(C)C)c(S(=O)(=O)N3CC(=O)Nc4ccccc43)c2)on1 | -7 | 2 | 3 | 2 | 4 | -2 | -1 | 3 | 2
O=C(Cc1ccc(F)cc1)Nc1nnc(-c2ccc(F)cc2)o1 | 1 | 6 | 2 | -6 | -8 | 2 | -2 | 0 | 1
CC(C)c1ccccc1NC(=O)CN1C(=O)c2ccccc2C1=O | -2 | -1 | 3 | -1 | -1 | 4 | 2 | 5 | 2
Cc1ccccc1C(=O)N/N=C/c1ccc(Sc2ccccn2)o1 | -1 | -1 | -4 | -9 | -5 | -5 | -6 | -5 | -1
CCCC[n+]1c(C)sc2cc(OC)ccc21 | 3 | 14 | 0 | -2 | 7 | 3 | -7 | 0 | 1
Cc1cc(-c2[nH]nc3c2C(c2ccsc2)C(C#N)=C(N)O3)c(C)s1 (centres undefined) | -2 | -16 | 20 | 13 | 2 | -1 | 4 | -1 | 10
CCCOc1ccc(NCC(=O)Nc2ccc(C)cc2C)cc1 | -3 | -2 | -1 | 0 | 2 | 3 | 2 | -3 | -6
Next part.
SMILES | LYPLA1 inh | PAD4 FP inh | PAFAH1B2 FP inh | pPAFAH FP inh | Fam108B inh | PAFAH1B3 FP inh | PME-1 primary | PAFAH2 inh | GSTO1 inh
CCOC(=O)C1(Cc2cccc(F)c2)CCN(C(=O)C2CCC2)CC1 | 1 | 0 | -4 | 1 | -5 | 8 | 5 | -1 | 0
O/N=C(/Cc1ccccn1)c1ccccc1 | 1 | 0 | -3 | 2 | -2 | -7 | 2 | 0 | 1
O=C(O)CC/C(=C\c1ccccc1[N+](=O)[O-])c1nc2ccccc2s1 | 0 | 5 | 3 | 0 | -2 | 2 | -2 | 1 | -10
Cc1cc(C(=O)COC(=O)/C=C/c2ccc(F)cc2)c(C)n1C | 0 | 5 | 1 | 1 | x | -1 | 2 | 5 | x
CCOc1ccccc1-c1cc(-c2ccccc2)nc2c1c(=O)n(C)c(=O)n2C | -1 | 1 | 4 | -3 | 0 | 1 | 5 | -7 | -1
OC(CCN1CCCCC1)c1ccc(-c2ccccc2)cc1 (centres undefined) | -3 | 6 | 0 | 4 | -3 | 7 | -4 | -5 | 3
COC(=O)CCSc1cc([N+](=O)[O-])cc2c1c(C1OCCS1)nn2-c1ccccc1 (centres undefined) | 0 | 1 | 0 | 8 | 3 | 0 | 4 | 4 | 5
O=C1COc2ccc(C(=O)c3ccccc3C(=O)NCc3ccco3)cc2N1 | 0 | -1 | -6 | -4 | -4 | -6 | -1 | -3 | 2
COCCNC(=S)N1CCN(S(C)(=O)=O)CC1 | 1 | 3 | 8 | -2 | 4 | 4 | 0 | 0 | 0
COc1ccccc1-n1c(=S)[nH]c2c(sc(=S)n2-c2ccccc2C)c1=O | 4 | -8 | 1 | 4 | -3 | 4 | 5 | 11 | -2
Cc1nc2sc3c(c2c(=N)n1N)CC(C)(C)OC3 | -3 | -1 | 3 | 2 | -7 | 7 | -5 | -4 | 9
O=C(NCc1ccccc1C(F)(F)F)C1CC(c2cc(C(F)(F)F)cc(C(F)(F)F)c2)=NO1 (centres undefined) | 0 | -3 | 0 | 6 | -8 | 6 | -3 | -4 | 9
Cc1ccc(S(=O)(=O)n2cnc3cc([N+](=O)[O-])ccc32)c(C)c1 | 3 | -3 | 4 | -3 | 2 | 14 | 1 | 10 | 7
Cc1nnc(SC(C)C(=O)Nc2ccc3c(c2)OCCO3)s1 (centres undefined) | 3 | 2 | 1 | -4 | 3 | -5 | 2 | -2 | -1
NC(=O)CC(NC(=O)c1ccccc1)c1ccc(N2CCc3ccccc3C2)c([N+](=O)[O-])c1 (centres undefined) | 2 | 2 | 7 | 6 | 2 | -1 | 6 | 9 | -3
O=C(Nc1ccccc1O)c1ccc2c(c1)C(=O)N(N1C(=O)c3ccccc3C1=O)C2=O | 0 | 0 | 1 | 6 | 0 | 2 | 4 | -34 | 2
Cc1ccccc1OCC(=O)N/N=C/c1ccco1 | 3 | 0 | 4 | 3 | -3 | 8 | -6 | 13 | -4
C[C@]1(C(=O)NCc2cc(F)cc(C(F)(F)F)c2)C=C[C@@H](Cc2ccccc2)N1C(=O)c1ccccc1 | 3 | -1 | 4 | 6 | 5 | 0 | 3 | 1 | -2
COc1cccc2c1C(=O)c1c(O)c3c(c(O)c1C2=O)C[C@](O)(C(C)=O)C[C@H]3O[C@@H]1C[C@@H](N)[C@@H](O)[C@@H](C)O1 | 64* | 73* | 49* | 57* | 43* | 43* | 51* | 51* | 48*
O=C(COc1ccccc1)Nc1ccncc1 | 2 | -1 | 2 | 3 | -2 | 12 | -1 | 2 | 2
C#CCNC(=O)C1=C[C@@H](c2coc3ccccc3c2=O)C[C@@H](OCCCCO)O1 | -6 | -13 | 2 | -5 | -8 | 3 | 0 | -1 | 10
CCSc1nnc(Nc2ccc(C)cc2)s1 | 2 | -3 | 0 | 12 | -1 | 5 | 11 | 2 | 4
O=C(COC(=O)CNC(=O)c1ccc(Cl)cc1)Nc1ccc(Cl)cc1C(F)(F)F | 1 | 2 | 1 | 11 | 1 | 4 | 1 | -8 | -4
CC(C)N1C(=O)CN(C2CCCCCC2)C(=O)C1c1ccccc1F (centres undefined) | 2 | 0 | 5 | 4 | -1 | 4 | 4 | 6 | -3
CCOC(=O)N1CCN(CCC(=O)Nc2ccc(C)cc2)CC1 | 0 | -1 | -1 | -7 | 1 | -10 | -4 | -2 | -6
Further entries follow:
SMILES | LYPLA1 inh | PAD4 FP inh | PAFAH1B2 FP inh | pPAFAH FP inh | Fam108B inh | PAFAH1B3 FP inh | PME-1 primary | PAFAH2 inh | GSTO1 inh
CC(C)N(CCNC(=O)COc1ccc2oc3c(c2c1)CCCC3)C(C)C | -3 | -7 | -4 | -1 | 0 | -3 | -3 | -2 | -1
COc1cc(C(=O)O)cc(NC(=O)c2ccco2)c1OC | 1 | -1 | 5 | 3 | -5 | 4 | -10 | 0 | 0
Cc1ccc(-c2cc(C(=O)N/N=C/C=C/c3ccccc3)n[nH]2)s1 | -40 | -3 | -4 | -14 | -27 | -12 | -61 | -14 | -22
Cc1cc(SCC(=O)N/N=C/c2ccc(O)c(O)c2)nc2ccccc12 | -14 | -1 | -2 | 27* | 2 | 15 | 7 | 32* | 33
O=C(c1ccc(Cl)cc1)N1CCCOC1 | 1 | -8 | -3 | 5 | 0 | 3 | -4 | 6 | 2
O=C(c1ccc(F)cc1)N1CCCC(C(=O)N2CCN(c3ccccc3)CC2)C1 (centres undefined) | -1 | -2 | 7 | -5 | -3 | 0 | 2 | 2 | -6
CC(C)(C)OC(=O)CNC(=O)c1[nH]cnc1C(=O)Nc1ccc(Cl)cc1 | -12 | 0 | -3 | -1 | -10 | -4 | 8 | -2 | -10
Cc1cccc(NC(=O)CN2CCc3cc4c(cc3C2C)OCCCO4)c1 (centres undefined) | -2 | -1 | 0 | 4 | 3 | 3 | 10 | 9 | 1
COc1ccc(-c2nnc(SCC(=O)/C(C#N)=C(\C)N)o2)cc1 | 6 | 0 | 6 | 15 | -7 | 7 | -3 | 1 | 19
CCN(CC)C(=O)c1cccc2nc3ccccc3nc12 | 4 | 1 | 2 | 8 | 2 | 1 | 2 | 5 | 6
O=C(O)CCC(=O)N1CCc2cc(S(=O)(=O)Nc3ccc4c(c3)OCCO4)ccc21 | 0 | 3 | 5 | 0 | 1 | 5 | -9 | 8 | 6
CN(CCO)c1ccc([N+](=O)[O-])cc1C(=O)O | 0 | 2 | 2 | 1 | 1 | 3 | -3 | 0 | 8
CCOC(=O)c1c(C)c(C(=O)Nc2cc(F)ccc2F)c(C)n1C | 5 | -8 | 2 | 5 | -3 | 1 | 4 | -8 | 1
Cc1ccnc(NS(=O)(=O)c2cccc([N+](=O)[O-])c2)c1 | 1 | 0 | 2 | 4 | 0 | 4 | -5 | -1 | 1
COc1ccc(C(C(=O)NC2CCCC2)N(C(=O)c2ccco2)c2cccc(C(C)=O)c2)cc1OC (centres undefined) | 0 | 2 | -3 | 2 | 1 | 6 | -5 | 1 | 6

Some of the compounds tested; rates above refer to the full screens.
